# Compound activity deposited in PubChem BioAssay by several laboratories.
# NCOA2 inhibitor: inhibition of GAL4-SRC2 driven luciferase reporter, primary screen, SRC2 inhibitor project, cell-based, luminescence; Nuclear receptor coactivator 2 (Homo sapiens), Q15596; inhibition, % at 9 µM; HEK293 GAL4-SRC2 luciferase reporter; 370,000 tested, 0.17% active;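 active means inhibition above the mean inhibition of all tested compounds plus 3 SD, set per campaign, cut at about 52% in these data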;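 further: 0% = DMSO treated cells and 100% = cells given Gossypol at 36 µM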
# NCOA1 inh: SRC1 coactivator transcriptional activity inhibitors, primary screen, cell-based, luminescence; Nuclear receptor coactivator 1 (Homo sapiens), Q15788; HEK293 GAL4-SRC1 luciferase reporter; inhibition, % at 3.6 µM; 360,000 tested, 0.12% active;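 active means inhibition above the campaign mean plus 3 SD, with each screening campaign given its own cutoff, cut at about 60% in these data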;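 further: 0% = DMSO treated cells and 100% = gossypol at 36 µM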
# TLR9-MyD88 inh: inhibitors of TLR9-MyD88 association in cells, primary screen, cell-based, CHO, BLA complementation, fluorescence; CCF4 FRET ratio; 340,000 tested, 0.21% active; AID 504734, 2011; inhibition, % at 4.98 µM;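 active means inhibition above the mean over all tested compounds plus 3 SD, cut at about 21% in these data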;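 further: 0% = DMSO only wells and 100% = clavulanate BLA inhibitor control wells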
# Target sequence (Q99836 whole entry, looked up): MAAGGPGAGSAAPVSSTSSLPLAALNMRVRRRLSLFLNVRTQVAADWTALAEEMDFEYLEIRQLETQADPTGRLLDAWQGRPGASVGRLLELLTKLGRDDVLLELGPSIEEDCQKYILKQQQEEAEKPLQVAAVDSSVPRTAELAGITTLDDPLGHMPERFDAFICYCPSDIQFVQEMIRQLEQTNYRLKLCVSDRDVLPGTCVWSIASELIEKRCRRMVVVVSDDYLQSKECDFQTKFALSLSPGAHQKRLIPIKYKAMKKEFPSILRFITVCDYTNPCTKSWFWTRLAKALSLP
# Target sequence (Q9NR96 whole entry, looked up): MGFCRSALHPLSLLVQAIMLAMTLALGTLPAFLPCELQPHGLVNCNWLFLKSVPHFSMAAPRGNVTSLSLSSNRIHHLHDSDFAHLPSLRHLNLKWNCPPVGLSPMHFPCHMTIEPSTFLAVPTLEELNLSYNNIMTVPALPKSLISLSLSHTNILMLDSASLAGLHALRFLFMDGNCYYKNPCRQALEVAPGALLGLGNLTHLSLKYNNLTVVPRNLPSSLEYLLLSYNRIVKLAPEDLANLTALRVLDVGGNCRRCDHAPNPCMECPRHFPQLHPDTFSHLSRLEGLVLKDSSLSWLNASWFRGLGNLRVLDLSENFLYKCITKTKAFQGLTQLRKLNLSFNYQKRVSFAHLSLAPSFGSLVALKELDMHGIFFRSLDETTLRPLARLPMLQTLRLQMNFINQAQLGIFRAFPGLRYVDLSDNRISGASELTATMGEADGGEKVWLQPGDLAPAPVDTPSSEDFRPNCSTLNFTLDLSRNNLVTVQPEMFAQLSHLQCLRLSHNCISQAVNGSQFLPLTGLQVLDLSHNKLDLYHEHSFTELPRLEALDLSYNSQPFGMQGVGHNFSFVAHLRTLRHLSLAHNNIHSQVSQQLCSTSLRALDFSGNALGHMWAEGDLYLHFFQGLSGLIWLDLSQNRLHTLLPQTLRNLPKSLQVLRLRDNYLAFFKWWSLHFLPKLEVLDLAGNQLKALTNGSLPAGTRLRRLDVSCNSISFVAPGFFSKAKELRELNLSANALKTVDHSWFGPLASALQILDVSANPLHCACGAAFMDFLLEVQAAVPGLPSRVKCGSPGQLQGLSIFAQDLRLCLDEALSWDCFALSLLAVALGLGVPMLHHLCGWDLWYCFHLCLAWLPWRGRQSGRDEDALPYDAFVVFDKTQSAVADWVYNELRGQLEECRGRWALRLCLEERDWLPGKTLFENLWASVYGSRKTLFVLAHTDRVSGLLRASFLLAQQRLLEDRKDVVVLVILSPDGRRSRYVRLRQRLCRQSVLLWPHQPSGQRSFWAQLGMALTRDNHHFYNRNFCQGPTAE
# NR5A2 inv ag: LRH-1 (NR5A2) inverse agonists, primary screen, cell-based, luminescence, HEK293T, StAR-luciferase reporter; 360,000 tested, 0.13% active; LRH-1 transfected, 24 h; Nuclear receptor subfamily 5 group A member 2 (Homo sapiens), O00482; inhibition, % at 3.6 µM;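 active means inhibition above the mean inhibition of all tested compounds plus 3 SD, cut at about 73% in these data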;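 further: 0% = DMSO wells and 100% = reporter-only cells lacking LRH-1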
# SRC3 inh: SRC3 coactivator transcriptional activity inhibitors, primary screen, cell-based, luminescence. AID 588352, 2011. 360,000 tested, 0.17% active. HEK293 GAL4-SRC3 luciferase reporter. inhibition, % at 3.6 µM. Nuclear receptor coactivator 3 (Homo sapiens), Q9Y6Q9;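 active means inhibition above a per-campaign cutoff, the mean of all compounds plus 3 SD, cut at about 60% in these data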;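 further: 0% = DMSO-treated cells and 100% = gossypol-treated cells at 36 µM; higher means less SRC3-driven luciferase light from the GAL4 reporter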
# NOD2 RIPK2 PPI: NOD2-RIPK2 binding disruptors in cells, primary screen, fluorescence, CHO cells, BLA complementation | Receptor-interacting serine/threonine-protein kinase 2 (Homo sapiens), O43353 | CCF4 ratio | inhibition, % at 4.98 µM | 360,000 tested, 0.38% active; in the data active means inhibition above about 21%;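 further: 0% = vehicle only and 100% = reference blocker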
# NR2F2 inh: NR2F2 transcriptional activity inhibitors, primary screen, cell-based, luciferase reporter, HEK293T, luminescence. COUP transcription factor 2 (Homo sapiens), P24468. HEK293T NGFI-A luciferase reporter. inhibition, % at 8.6 µM. 370,000 tested, 0.7% active. AID 686940, 2013;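 active means inhibition above a per-plate cutoff, mean inhibition of test wells between control levels plus 3 SD, cut at about 38% in these data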;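 further: cells cotransfected with COUP-TFII expression vector driving the NGFI-A reporter; 0% = median of COUP-TF2 test wells and 100% = reporter-only cells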
# TRAIL sens C8: viability loss with TRAIL in NB7+C8 cells, primary screen, TRAIL sensitizer project, cell-based, ATPlite luminescence. inhibition (viability loss, TRAIL sensitization), % at 10 µM. 360,000 tested, 1% active. AID 624354, 2012;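 active means compounds causing at least 50% loss of cell viability in the single-dose screen, relative to plate controls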
# TWEAK-Fn14 inh: inhibitors of TWEAK-Fn14 signaling, primary screen, luciferase reporter cells, uHTS; inhibition, % at 10 µM; 360,000 tested, 2% active; TWEAK-stimulated Fn14 reporter cells, luciferase luminescence, 8 h; AID 1159606, 2016; in the data active means inhibition above about 50%
# TROY NFkB inh: inhibitors of TROY-driven NF-kB signaling, primary screen, Q293 LMP1-TROYcd cells, NF-kB luciferase, uHTS; AID 1347056, 2019; Q293 LMP1-TROYcd NF-kB luciferase reporter, 4 h; inhibition, % at 10 µM; 360,000 tested, 0.98% active;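 active means compounds whose plate-normalised and pattern-corrected inhibition of the luciferase reporter signal at the single screening dose is 50% or more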
# EBV LMP1 NFkB: EBV LMP1-driven NF-kappaB luciferase reporter inhibitors, primary screen, cell-based, luminescence, single point. LMP1-induced NF-kappaB luciferase reporter cells. inhibition, % at 12.5 µM. 350,000 tested, 0.69% active; in the data active means inhibition above about 41%;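 further: 0% = neutral control wells and 100% = reference inhibitor control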
# * marks the source's active call; other numbers are inactive results; / = not tested or not shown.
SMILES,NCOA2 inhibitor,NCOA1 inh,TLR9-MyD88 inh,NR5A2 inv ag,SRC3 inh,NOD2 RIPK2 PPI,NR2F2 inh,TRAIL sens C8,TWEAK-Fn14 inh,TROY NFkB inh,EBV LMP1 NFkB
O=C(CSc1ccc(Cl)cc1)NNC(=O)c1ccncc1,-28,5,-2,-5,8,1,-11,8,-2,-2,-8
O=C(NCc1ccccc1)c1cc(C2CCCN(C(=O)CCCc3ccccc3)C2)on1 (stereo unspecified),-19,-10,/,16,0,-1,0,11,4,10,/
CCc1nc(SCC(=O)N2CCCC2)c2c(=O)n(C)c(=O)n(C)c2n1,-17,-11,12,3,-3,1,5,16,11,3,-2
Fc1ccc(Nc2nnns2)cc1,-11,-13,3,11,7,2,-4,-6,1,-9,7
O=C1CSC(=S)N1/N=C/c1cc(Br)c(O)c(Br)c1,/,6,6,-1,12,1,/,3,10,40,-2
N#Cc1ccc(CN2CCN(C(=O)CNS(=O)(=O)c3ccc4c(c3)OCCCO4)CC2)cc1,-9,-22,-3,25,-4,4,-3,0,7,-14,1
Cc1nc2sc(C(c3cccs3)N3CCN(c4ccccc4)CC3)c(O)n2n1 (stereo unspecified),6,12,-14,5,-20,2,4,2,-4,-7,2
Cc1cccc(C(=O)NC(=S)Nc2c(C)n(C)n(-c3ccccc3)c2=O)c1,6,-26,-7,38,5,-7,9,-10,1,-5,-7
COC(=O)N1CCCCC1c1cc(C(=O)Nc2ccccc2Cl)no1 (stereo unspecified),-10,-2,/,-16,-2,-14,5,-8,-13,-25,/
COc1ccc(COC(=O)CCS(=O)(=O)c2ccc(C)cc2)cc1,-10,-4,-2,9,4,-12,1,0,-2,-2,2
O=C(Nc1nc2ccccc2[nH]1)c1ccc(S(=O)(=O)N2CCOCC2)cc1,-10,-17,10,-1,-23,-4,-4,19,1,-11,-3
c1ccc(Nc2nc(N3CCOCC3)nc(N3CCOCC3)n2)cc1,-11,2,-4,33,6,-18,1,8,1,-5,3
COc1cc(C)nc(Oc2ccc(=O)n(C)n2)n1,-12,-31,-4,-1,9,-4,3,-13,11,0,-7
COc1ccc(CNC(=O)CCCn2ncn3c(cc4occc43)c2=O)cc1,-30,-31,-11,0,2,-1,4,-1,7,3,1
COc1ccc(NC(=S)N(Cc2ccc(N(C)C)cc2)Cc2ccco2)cc1,5,3,3,-11,12,0,13,-2,0,-25,0
COc1ccc(CN2C(=O)CCC2(C)c2nnnn2-c2ccc3c(c2)OCCO3)cc1 (stereo unspecified),-46,/,/,-12,/,-2,-6,10,8,3,/
O=C(Nc1ccc(N2CCN(C(=O)c3ccccc3)CC2)cc1)c1ccc2c(c1)OCO2,3,47,-5,50,49,-12,4,18,0,1,5
CC(=O)NS(=O)(=O)c1ccc(NC(=O)/C=C/c2ccc(C)o2)cc1,-2,-2,4,7,-3,-1,1,-5,-8,-19,3
O=C(COc1cccc(Cl)c1)Nc1ccc2c(c1)CCC2,-33,-29,-3,4,-11,-7,-16,-5,-27,-63,-21
O=C(Cc1ccccc1F)Nc1ccc2c(c1)CCC2,-34,-77,5,-75,-112,0,-54,22,-17,-52,-45
COc1ccc(NC(=O)CN2CCc3ccccc3C2)cc1OC,8,-1,-1,3,14,2,1,-8,-12,-2,10
Cc1cc(C)c(C)c(OCCCOc2cccc3cccnc23)c1,4,11,-1,-1,18,-5,37,1,9,-20,-2
Cc1nc(NC(=O)C(C)Oc2cccc(Cl)c2)sc1C(=O)N(C)C (stereo unspecified),-9,9,-9,-2,5,1,7,-1,-9,-25,2
CCOC(=O)C1=C(C)N(C)C(=S)NC1c1ccc(Cl)cc1 (stereo unspecified),-4,-20,0,11,24,0,6,-3,10,14,2
CCCNC(=O)c1cc(S(=O)(=O)N2CCCCC2)c[nH]1,/,3,-3,3,1,-6,/,-2,3,2,-24
SMILES,NCOA2 inhibitor,NCOA1 inh,TLR9-MyD88 inh,NR5A2 inv ag,SRC3 inh,NOD2 RIPK2 PPI,NR2F2 inh,TRAIL sens C8,TWEAK-Fn14 inh,TROY NFkB inh,EBV LMP1 NFkB
COc1cc(CN2CCC(N3CCC(C(=O)N4CCCC4)CC3)CC2)cc2c1OCO2,-9,2,-4,-2,4,-5,5,-21,6,6,-2
CN1CCN(C(=O)CCc2nc3ccccc3c(=O)[nH]2)CC1,-16,-3,7,-26,4,-4,-15,-14,-7,20,2
CCCCCNCC(=O)Nc1cccc(C(=O)Nc2cccc(C(F)(F)F)c2)c1,-15,7,3,15,20,7,8,-21,-2,14,-3
CC(C)OCCCn1c(-c2ccc(Br)cc2)c[nH]c1=S,27,0,2,20,-4,-7,-23,-1,-6,-11,7
O=[N+]([O-])c1ccccc1-c1cc(-c2ccccc2O)n[nH]1,-16,-68,-4,-148,-63,7,-55,10,-2,-66,-12
C[C@H](CO)N1C[C@H](C)[C@@H](CN(C)Cc2ccc(Cl)c(Cl)c2)OCCCC[C@H](C)Oc2ccc(NC(=O)CCC(F)(F)F)cc2C1=O,-4,-6,-4,-8,0,0,-5,-6,-2,14,9
COC(C[C@@H]1O[C@@H]1C(=O)[C@H](C)OCc1ccccc1)OC,17,-4,-3,10,-6,0,7,-16,4,5,-9
OC[C@@H]1[C@@H](c2ccc(Cl)cc2)C(c2ccc(F)cc2)=NN1c1ccccc1,-7,1,-13,9,-2,8,14,4,29,18,-1
CSCCC(NC(=O)c1ccccc1Br)C(=O)N1CCN(C/C=C/c2ccccc2)CC1 (stereo unspecified),1,-2,-1,10,12,0,1,19,19,-6,-2
COc1cc(OC)cc(C(=O)N[C@H](C(=O)OCC(=O)NC(=O)NC(C)(C)C)C(C)C)c1,0,3,-3,5,10,-7,16,9,-4,7,-6
O=C(CSc1nc2ccccc2nc1N1CCCCC1)Nc1ccc(F)cc1,11,5,2,4,3,8,-20,3,-7,-11,-9
O=C(NNc1c(Cl)cccc1Cl)c1ccno1,-2,6,0,2,19,4,-21,0,-12,1,-3
COc1ccc(CCN(C)C(=O)C2CCN(C(=O)Nc3ccccc3)CC2)cc1OC,-7,-12,-3,-12,-10,-8,13,-26,-3,-5,5
O=C(CN1CCNCC1)NCCSc1ccc(Cl)cc1,-10,-6,-8,4,6,-5,5,1,8,-15,1
Cc1cc(C)c2sc(N(CCN(C)C)C(=O)c3cc(Cl)sc3Cl)nc2c1,-9,10,-5,-6,-2,-2,7,-17,-32,23,0
C/C=C/C1=CC(=O)C[C@H](c2ccc3c(c2)OCO3)C1,-11,-11,3,8,7,-6,-22,-4,-4,-18,0
Cc1ccc2[nH]c(=O)c(C(c3nnnn3CCc3ccccc3)N3CCOCC3)cc2c1 (stereo unspecified),14,-1,2,12,13,-3,6,-4,-3,-9,4
O=C(COc1ccc(Cl)cc1)N1CCCCC1,-51,-55,3,-34,-46,11,-18,-1,1,-27,-13
CC1CN(C(=O)COC(=O)c2ccc(O)cc2)CC(C)O1 (stereo unspecified),-27,-4,1,14,-18,-2,-1,4,9,7,3
CCNC(=O)COc1ccc(OCc2ccccc2)cc1,-12,-13,2,-32,-39,12,-17,13,-18,-58,-6
O=C(Oc1coc(CSc2ncccn2)cc1=O)c1cccs1,-19,-17,-1,8,14,-12,-8,13,4,-4,-2
Cc1cccc(-n2c(-c3ccncc3)n[nH]c2=S)c1C,-18,-1,-8,3,6,-1,5,-5,-18,-9,0
CC(C)/C=C/C(=O)N1CCCC(N2CCN(c3ccccc3F)CC2)C1 (stereo unspecified),0,-10,-1,7,6,15,18,-5,-13,-1,2
Cc1cccc(OC(C)C(=O)N2CCc3ccccc3C2)c1 (stereo unspecified),-9,-3,-5,-2,-5,-11,23,12,-5,-6,2
Cn1c(Cl)c(/C=N/OC(=O)c2ccccc2Cl)c2ccccc21,6,-14,-8,-18,-2,-7,17,28,-42,-96,9
SMILES,NCOA2 inhibitor,NCOA1 inh,TLR9-MyD88 inh,NR5A2 inv ag,SRC3 inh,NOD2 RIPK2 PPI,NR2F2 inh,TRAIL sens C8,TWEAK-Fn14 inh,TROY NFkB inh,EBV LMP1 NFkB
CCOC(=O)CN(C(=O)Cn1nnc(-c2ccc(C)cc2)n1)C(CC)C(=O)NC1CCCC1 (stereo unspecified),10,3,-9,2,4,-3,-2,3,10,16,1
C[C@H](Nc1ccc(C(F)(F)F)cc1[N+](=O)[O-])C(=O)O,-11,-2,-3,9,11,0,-8,-15,-7,-13,-13
COc1ccc(OC)c(NC(=O)C2CCCN(S(=O)(=O)c3cccc4cccnc34)C2)c1 (stereo unspecified),-15,5,5,-43,8,-12,16,-1,17,-6,0
CCc1nc2ccc(C(=O)NCCCN3CCCC3=O)cn2c1N(CC)C(=O)NCCc1ccccc1,2,-2,/,4,9,0,-6,-12,5,-14,/
COCCCNc1cc(C)nc2ccccc12,-1,0,10,11,8,-10,7,-4,6,-11,2
COc1ccc(C)cc1NC(=O)Nc1cccc(C)c1,-2,-7,-3,4,4,-1,-8,-8,-9,-3,6
Cc1cc(Cl)c(S(=O)(=O)Nc2ccc3c(c2)OCCO3)cc1OCC(N)=O,17,12,-9,8,31,5,23,1,87*,77*,19
CC1CCCN(S(=O)(=O)c2ccc(NC(=O)Cc3ccc(S(=O)(=O)N4CCOCC4)s3)cc2)C1 (stereo unspecified),9,2,-1,6,4,-9,14,15,11,14,-15
Cc1ccc(-c2csc3ncnc(Nc4ccc(C(=O)O)cc4)c23)cc1,2,-5,-2,-4,11,-17,-4,-12,-7,21,7
COc1ccc(/C=C2\SC(=S)N(NS(=O)(=O)c3ccc(C)cc3)C2=O)c(OC)c1,-14,2,15,-21,4,9,9,18,-6,48,0
CCOC(=O)c1c(CN2CCCCC2)n(C)c2cc(Br)c(O)c(CN(C)C)c12,/,-15,12,13,-16,5,/,-3,14,-5,8
CCOC(=O)C1CCN(C(=O)NC23CC4CC(CC(C4)C2)C3)CC1,9,3,-15,-12,-6,1,4,28,-12,4,-8
CCc1cc(-c2n[nH]c(=S)n2C(C)c2ccccc2)cs1 (stereo unspecified),14,-1,4,-21,10,9,15,1,-5,10,5
S=c1[nH]c2ccccc2o1,-2,-9,5,-5,10,6,3,-6,1,3,-8
CCOc1cc(/C=N/NC(=O)C(N)=O)cc(Br)c1O,-6,7,0,15,4,7,3,5,-6,0,-4
CS(=O)(=O)N1CCN(c2ccc(NC(=O)c3ccc(-c4ccc(Cl)cc4)o3)cc2)CC1,8,0,-4,16,2,4,11,14,-32,8,-3
Cc1ccc(OCCC(=O)OCC(=O)C(C)(C)C)cc1,-18,-2,0,5,4,4,-3,-19,-10,10,7

# This is a subset; the hit share may differ from the screen's.
